D2 PAM = HTS Assay for Positive Allosteric Modulators of the Human D2 Dopamine Receptor: Primary Screen for Potentiators; actives 0.34% (n = 340,000); potentiation, % at 10 µM; HEK293 T-REx D2, calcium flux, EC20 dopamine potentiation; D(2) dopamine receptor (Homo sapiens), P14416;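 active = potentiation over 3 SD above the plate norm, cut at about 30% in these data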; note: 0% is about no effect
Target sequence (P14416 whole entry, looked up): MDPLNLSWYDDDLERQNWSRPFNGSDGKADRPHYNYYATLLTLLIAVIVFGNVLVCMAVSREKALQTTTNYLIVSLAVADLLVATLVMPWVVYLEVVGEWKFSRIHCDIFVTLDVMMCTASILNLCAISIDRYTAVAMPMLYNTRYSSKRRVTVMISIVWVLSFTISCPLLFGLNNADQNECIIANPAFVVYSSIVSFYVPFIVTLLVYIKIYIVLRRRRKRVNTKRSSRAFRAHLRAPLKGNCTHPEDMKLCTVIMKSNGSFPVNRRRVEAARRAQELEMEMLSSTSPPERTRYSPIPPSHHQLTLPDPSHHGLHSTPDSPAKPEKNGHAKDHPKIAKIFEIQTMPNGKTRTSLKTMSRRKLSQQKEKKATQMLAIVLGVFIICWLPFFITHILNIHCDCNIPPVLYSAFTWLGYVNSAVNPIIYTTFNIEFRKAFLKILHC
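Cells plated with tetracycline inducer and held overnight at 30 C; calcium dye loaded 30–90 min at room temperature; baseline taken, compound added and read 180 s; EC20 dopamine then added and read 180 s.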
D2 agonist = HTS Assay for Allosteric Agonists of the Human D2 Dopamine Receptor: Primary Screen for Agonists. HEK293 T-REx D2 cells, calcium flux agonist mode. activation, % at 2 µM. actives 0.53% (n = 340,000). AID 485358, 2010;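 active = activation over 3 SD above normal in the single-dose calcium agonist read, cut at about 30% in these data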; note: 0% is about no effect
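Calcium-flux readout, 1 cycle/sec over 180 s following compound pin transfer, in inducible HEK293 Trex D2 cells (force-coupled); dopamine controls included. Positive calcium responses during this window marked compounds as potential agonists.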
D2 antagonist = HTS Assay for Allosteric Antagonists of the Human D2 Dopamine Receptor: Primary Screen for Antagonists; D(2) dopamine receptor (Homo sapiens), P14416; HEK293 TREx D2 cells, calcium flux, dopamine EC80; inhibition, % at 10 µM; actives 2% (n = 340,000); in the data active = inhibition above about 30%; note: 0% is about no effect
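Cells plated overnight at 30 C with tetracycline; no-wash calcium dye, 30–90 min RT; 10 s baseline; compound pinned; 180 s read; EC80 dopamine added; another 180 s read.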
D1 ag = Allosteric Agonists of the Human D1 Dopamine Receptor: qHTS. D(1A) dopamine receptor (Homo sapiens), P21728. HEK293 T-REx D1 cells, calcium flux, agonist mode. activation, % at 2 µM. actives 1% (n = 360,000). AID 504660, 2011; note: 0% is about no effect
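Inducible HEK293 T-REx D1 cells, force-coupled to calcium signalling, were plated at 4000 cells/well with tetracycline and held overnight at 30 C. After no-wash calcium dye loading, compound-evoked calcium rise over 180 s flagged agonists.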
TRHR ag = qHTS for Small Molecule Agonists and Allosteric Enhancers of Human TRH Receptor: Primary Screen for Agonists. Thyrotropin-releasing hormone receptor (Homo sapiens), P34981. TRHR cells, calcium flux fluo-8, FDSS agonist mode. activation, % at 2 µM. actives 0.18% (n = 360,000). AID 493084, 2011; note: 0% is about no effect
Target sequence (P34981 whole entry, looked up): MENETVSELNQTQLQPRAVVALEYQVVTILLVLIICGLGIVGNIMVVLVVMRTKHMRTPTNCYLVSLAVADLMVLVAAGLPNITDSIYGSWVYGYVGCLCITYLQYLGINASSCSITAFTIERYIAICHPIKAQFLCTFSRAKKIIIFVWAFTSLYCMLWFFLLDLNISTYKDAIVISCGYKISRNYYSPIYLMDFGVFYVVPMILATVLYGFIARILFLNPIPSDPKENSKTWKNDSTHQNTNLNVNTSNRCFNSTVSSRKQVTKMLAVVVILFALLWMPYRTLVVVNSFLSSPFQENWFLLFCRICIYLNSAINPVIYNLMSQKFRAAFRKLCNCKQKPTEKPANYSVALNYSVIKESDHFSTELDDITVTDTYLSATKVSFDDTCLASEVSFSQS
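TRHR-expressing cells, plated overnight in medium with 10% serum, were loaded with fluo-8 calcium dye at room temperature. After a 10 s baseline, library compound was pin-added and calcium release was recorded kinetically (ex 480/em 530) as agonist response.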
TRHR PAM = qHTS for Small Molecule Agonists and Allosteric Enhancers of Human TRH Receptor: Primary Screen for Enhancers; TRHR cells, fluo-8 calcium fluorescence, EC20 TRH enhancement; enhancement, % at 2 µM; actives 0.66% (n = 360,000); AID 493056, 2011; in the data active = enhancement above about 30%; note: 0% is about no effect
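TRHR-expressing cells loaded with fluo-8 calcium dye were read kinetically (ex 480/em 530) during compound addition, then stimulated with an EC20 of TRH (10 nM final). Enhancement of the Gq-mediated intracellular calcium response was scored.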
D1 PAM = Potentiators of Human D1 Dopamine Receptor: qHTS; HEK293 TREx D1 cells, calcium flux, dopamine EC20 potentiation; AID 504651, 2011; actives 0.036% (n = 360,000); D(1A) dopamine receptor (Homo sapiens), P21728; potentiation, % at 10 µM; in the data active = potentiation above about 30%; note: 0% is about no effect
RXFP1 antag = qHTS Assay for Antagonists of the Relaxin Receptor RXFP1. actives 0.59% (n = 350,000). activity change, negative = inhibition, % at 57.5 µM. Relaxin receptor 1 (Homo sapiens), Q9HBX9. HEK293-RXFP1, relaxin-stimulated cAMP HTRF, 30 min; stronger effect = lower value. AID 1259400, 2018;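 active = activity change of -60% or lower, but not beyond a set lower limit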; note: % is set by controls: 0 for no effect and ±100 for the full control effect
D1 antagonist = Antagonist of Human D 1 Dopamine Receptor: qHTS; actives 3.2% (n = 360,000); AID 504652, 2011; activity change, negative = inhibition, % at 10 µM; HEK293 TREx D1 cells, calcium flux, dopamine EC80; stronger effect = lower value; in the data active = activity change below about -30%; note: % is set by controls: 0 for no effect and ±100 for the full control effect
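Cells carrying a force-coupled, tetracycline-inducible human D1 receptor report calcium flux. Each well gets a 10 s baseline, compound with 180 s monitoring, then an EC80 dopamine stimulus with a second 180 s kinetic read.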
An asterisk follows results filed as active; . = no result given. Cut-off read from the data, not from the text of the source, unless noted: active = activation above about 30%; inactive = the rest.

Compound	D2 PAM	D2 agonist	D2 antagonist	D1 ag	TRHR ag	TRHR PAM	D1 PAM	RXFP1 antag	D1 antagonist
CC(NC(=O)C(=O)N1CCOCC1)C(c1cccs1)N1CCN(c2ccc(F)cc2)CC1 (stereo not drawn)	.	.	.	4	0.2	2	-1	-1	6
NC(=O)C[n+]1ccc(/C=N/O)cc1	0	0.4	8	4	-0.4	4	-4	-7	4
COc1ccccc1C(=O)NNC(=O)c1cccc(C)c1	2	1.9	-2	0	0.6	-2	1	4	-7
CCCCC(=O)Nc1ccc(NC(=O)c2ccc([N+](=O)[O-])cc2Cl)cc1OC	7	-0.4	-1	1	-0.4	-8	-2	-8	5
CC(C)C(C(=O)NCC1CCCO1)N(Cc1ccco1)C(=O)CNS(=O)(=O)c1ccccc1 (stereo not drawn)	-5	-0.8	5	1	-0.7	1	-1	-4	-6
CC(C)C(O)C1CCN(Cc2nc(-c3cccs3)no2)CC1 (stereo not drawn)	11	0.0	-7	0	-0.5	18	1	8	-24
O=C(CSc1nc(=O)n2ccccc2n1)N1CCC(Cc2ccccc2)CC1	.	.	.	-1	-1.3	-8	-7	-6	-19
COc1cc2c(cc1OC)CN(C(=O)CCN1C(=O)C3CCCCC3C1=O)CC2 (stereo not drawn)	10	-0.1	-5	2	0.4	-1	-2	-31	2
COc1ccc(S(=O)(=O)N2CCCCC2)cc1NC(=O)CN(C)C1CCCCC1	6	-2.7	-8	2	0.3	-2	-10	1	-10
COc1ccc(Cn2nnc3c(=O)[nH]c(C4CCN(S(=O)(=O)c5ccc(C)cc5)CC4)nc32)cc1	10	0.4	3	4	0.7	-8	-3	-11	-12
O=C1CC[C@@H](OCc2ccccc2)CCN1CC[C@H](Sc1ccccc1)c1ccccc1	4	1.2	-18	12	1.1	-6	-4	.	2
CCOC(=O)c1cc2c(=O)n3ccccc3nc2n(Cc2ccco2)c1=NC(=O)c1cc(C)cc(C)c1	4	1.3	.	2	4.3	-3	0	.	-8
CC(=O)c1ccc(OCC(C)C)c(CC(C(N)=O)C(N)=O)c1	-10	0.7	4	0	1.9	-7	-7	-24	-2
Cc1cccc(OCC(=O)NCCCNC(=O)c2ccc(C)nc2)c1	-3	0.6	-7	2	0.4	-2	-4	-11	-10
Cc1ccc(NC(=S)NC2CC3CCCC(C2)N3Cc2ccco2)cc1 (stereo not drawn)	4	0.5	7	41*	0.3	10	-3	-5	-65*
CC1=C(C(=O)Nc2ccccc2)C(c2ccc(N(C)C)cc2)NC(=O)N1 (stereo not drawn)	13	-1.0	8	1	-0.3	-6	-2	-6	-6
CN(CC(=O)NCc1ccc2c(c1)OCO2)CC(=O)Nc1ccc(F)c(F)c1F	3	-0.3	-26	2	1.0	5	-1	-1	-22
CC(=O)Nc1ccc(-c2cc(-c3ccccc3)nc(-c3ccccc3)n2)cc1	-1	-1.7	-30	5	-0.5	3	2	-3	3
CC(C)(C)OC(=O)N1CCC(N2CCN(Cc3ccccc3)C(=O)C2=O)CC1	-3	4.9	.	0	-0.8	0	-1	-7	-4
Clc1ccc(OCc2nc3ccccc3n2Cc2ccccc2)c(Cl)c1	-3	1.9	.	11	0.9	4	1	.	6
Cc1ccc(S(=O)(=O)N2[C@@H](c3cccc(Cl)c3)C(C(=O)O)=CC[C@H]2c2cccc(Cl)c2)cc1	-4	-0.7	-2	-1	-0.5	-1	-2	.	6
O=C(NCc1cccnc1)c1cccn1-c1ncc(C(F)(F)F)cc1Cl	.	.	.	1	-0.2	4	-1	1	4
COc1ccc(Nc2cccc(Cl)c2)c(C(=O)O)c1	6	-1.2	14	0	-0.6	2	0	2	4
COc1ccc(-c2cn(Cc3ccc4ccccc4c3)nn2)cc1	8	-0.2	-2	7	1.2	-5	-3	.	-32*

Shown as a hit in D1 ag, of those listed so far:
Compound	D2 PAM	D2 antagonist	D1 ag	TRHR ag	TRHR PAM	D1 PAM	RXFP1 antag	D1 antagonist
Cc1ccc(NC(=S)NC2CC3CCCC(C2)N3Cc2ccco2)cc1 (stereo not drawn)	4	7	41*	0.3	10	-3	-5	-65*

More compounds follow:
SMILES	D2 PAM	D2 agonist	D2 antagonist	D1 ag	TRHR ag	TRHR PAM	D1 PAM	RXFP1 antag	D1 antagonist
Cc1nn(-c2ccc(F)cc2)c2nc(N)c(C#N)c(-c3cccs3)c12	-11	-0.8	-3	1	0.6	-8	-8	0	-20
Cc1cc(C)cc(NC(=O)C(OC(=O)Cn2cnc3c2c(=O)n(C)c(=O)n3C)c2ccccc2)c1 (stereo not drawn)	23	-0.2	18	3	0.2	18	-1	2	12
Cc1ccc(S(=O)(=O)Nc2ccc(C(=O)N3CCCC3)cc2)c(C)c1NS(C)(=O)=O	-3	-1.0	12	1	-1.1	-3	-4	7	-22
CCOc1ccc(NC(=O)CN(C)C(=O)c2ccc(COc3ccccc3)o2)cc1OCC	-15	0.3	-19	2	0.1	5	-2	9	-5
CN(C)C(=O)c1ccc(NC(=O)Cn2nnnc2-c2ccccc2F)cc1	6	.	.	2	-0.6	-1	0	-16	-3
COc1ccc(C(=O)Oc2ccc(C(=S)N3CCOCC3)cc2)cc1	10	0.6	-16	2	-0.2	-3	-9	-9	7
O=c1[nH]c2ccc(S(=O)(=O)N3CCN(Cc4ccccc4)CC3)cc2[nH]c1=O	13	0.3	-3	2	-0.4	3	0	2	3
COc1ccc(Cl)cc1C(=O)Nc1ccc(-c2nnc3n2CCCCC3)cc1	-3	-0.2	.	-2	0.2	6	2	.	-12
CCOC(=O)[C@H]1[C@H]2COc3ccc(OC)cc3[C@@H]2N2C(=O)[C@H](C)NC(=O)[C@@]12C	2	-0.2	5	0	0.4	3	-2	.	.
COc1ccc(OC)c(CCNC(=O)CCCn2c(=O)c3cccn3c3ccc(F)cc32)c1	.	-0.5	.	5	-0.6	-3	-4	-9	-9
CCN(CC)S(=O)(=O)c1ccc(OC)c(NS(=O)(=O)c2ccc(F)cc2)c1	-8	-1.7	2	3	-0.5	-6	-1	-3	-2
Cc1ccc2c(c1)cc(C(=O)NCc1ccccc1C)n2C	-7	0.4	.	-3	-0.2	0	0	-4	10
O=C(CS(=O)(=O)c1ccc(Cl)cc1)NCc1ccccc1	-3	.	.	2	-0.8	-5	-8	4	6
O=C(CCCCn1c(=O)c2ccccc2n(CC(=O)Nc2cccc(F)c2)c1=O)NCCc1ccccc1	.	-1.1	.	0	-0.3	-10	1	.	6
COC(=O)CNC(=O)COC(=O)/C=C/c1ccccc1[N+](=O)[O-]	1	-0.4	-4	1	0.8	0	4	3	15
CC(=O)Nc1ccccc1NC(=O)c1cccc2ccccc12	.	.	.	2	0.3	-1	-4	-1	0
COc1cccc(NC(=O)CN(C)C(=O)Cc2cccc3ccccc23)c1	-7	0.0	4	2	1.7	-2	-3	-3	20
CCN1CCN(CCC(=O)Nc2ccc3c(c2)OCO3)CC1	-7	-0.1	0	0	0.4	1	1	7	0
Cc1cc(C)nc(NC(=O)c2ccc(Br)cc2)n1	.	.	.	3	-0.3	7	6	-5	2
O=C(CSCC(=O)Nc1nccs1)Nc1ccccc1	7	1.2	9	5	-0.2	-2	-3	7	0
O=[N+]([O-])c1cc(-c2nc(-c3ccccc3)no2)ccc1NC1CCCC1	4	-1.7	.	7	-0.9	5	0	.	-23

A draw from above in order of formula weight, lowest first:
SMILES	D2 PAM	D2 agonist	D2 antagonist	D1 ag	TRHR ag	TRHR PAM	D1 PAM	RXFP1 antag	D1 antagonist
CCN1CCN(CCC(=O)Nc2ccc3c(c2)OCO3)CC1	-7	-0.1	0	0	0.4	1	1	7	0
O=[N+]([O-])c1cc(-c2nc(-c3ccccc3)no2)ccc1NC1CCCC1	4	-1.7	.	7	-0.9	5	0	.	-23
CN(C)C(=O)c1ccc(NC(=O)Cn2nnnc2-c2ccccc2F)cc1	6	.	.	2	-0.6	-1	0	-16	-3
CCN(CC)S(=O)(=O)c1ccc(OC)c(NS(=O)(=O)c2ccc(F)cc2)c1	-8	-1.7	2	3	-0.5	-6	-1	-3	-2
Cc1ccc(S(=O)(=O)Nc2ccc(C(=O)N3CCCC3)cc2)c(C)c1NS(C)(=O)=O	-3	-1.0	12	1	-1.1	-3	-4	7	-22
